Screening results from PubChem BioAssay.
DT40 TDP1 CPT – growth inhibition of DT40 Tdp1-/-;hTDP1 cells with camptothecin (screen for TDP1 inhibitors). chicken DT40 Tdp1-/-;hTDP1 cells + 20 nM CPT, ATP luminescence, 48 h. Potency, µM (top dose mostly 46.2 µM), for inactives: at the highest dose activity change, negative = growth inhibition, actives largely listed as inhibitors. 12% of 420,000 active; also: nearly all actives have a fitted effect of over 55% in size
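Chicken DT40 Tdp1-/- cells stably complemented with human TDP1 were seeded at 400 cells/well in medium containing 20 nM camptothecin, exposed to pin-transferred compounds, and grown at 37 °C for at least 48 hr. Viability was read as ATP luminescence.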
KAT2A inh – GCN5L2 (KAT2A) acetyltransferase inhibition; GCN5L2 HAT assay, ThioGlo1 CoA-SH fluorescence; Potency, µM (titrated, usually from 58.9 µM), for the others: top-dose activity change, negative = inhibition, hits mostly inhibitors; 0.21% of 390,000 active; AID 504327
Target sequence (Q92830 whole entry, looked up): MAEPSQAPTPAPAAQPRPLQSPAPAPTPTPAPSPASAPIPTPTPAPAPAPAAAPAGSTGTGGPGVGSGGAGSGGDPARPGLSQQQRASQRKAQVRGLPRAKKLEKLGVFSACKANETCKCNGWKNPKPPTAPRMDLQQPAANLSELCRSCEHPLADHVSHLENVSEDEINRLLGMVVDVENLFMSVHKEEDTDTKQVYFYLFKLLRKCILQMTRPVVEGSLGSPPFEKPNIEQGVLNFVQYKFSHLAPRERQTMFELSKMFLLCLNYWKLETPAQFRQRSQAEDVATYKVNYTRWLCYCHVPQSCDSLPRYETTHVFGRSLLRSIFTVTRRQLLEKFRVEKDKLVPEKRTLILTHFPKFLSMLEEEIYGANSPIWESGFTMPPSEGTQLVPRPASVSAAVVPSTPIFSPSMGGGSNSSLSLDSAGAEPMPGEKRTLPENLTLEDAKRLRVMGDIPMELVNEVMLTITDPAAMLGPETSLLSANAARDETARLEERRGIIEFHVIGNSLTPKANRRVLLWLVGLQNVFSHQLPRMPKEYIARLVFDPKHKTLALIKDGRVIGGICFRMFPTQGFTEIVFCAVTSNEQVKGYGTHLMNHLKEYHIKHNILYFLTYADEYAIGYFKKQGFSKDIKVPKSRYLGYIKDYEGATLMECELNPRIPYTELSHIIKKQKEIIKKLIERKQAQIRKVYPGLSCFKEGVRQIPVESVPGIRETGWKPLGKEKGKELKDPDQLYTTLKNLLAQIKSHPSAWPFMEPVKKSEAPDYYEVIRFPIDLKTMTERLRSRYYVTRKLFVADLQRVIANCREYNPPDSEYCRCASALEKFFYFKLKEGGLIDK
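GCN5L2 (20 nM) in 50mM HEPES pH 7.5, 0.1mM EDTA, 0.01% Tween-20 preincubated 15 min with compounds at room temperature. Reaction started with H3(1-25) 75uM, acetyl-CoA 70uM, ThioGlo1 50uM; CoA-thiol fluorescence (Ex340/Em540) read at 0 and 20 min.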
DT40 TDP1 no CPT – qHTS for Inhibitors of human tyrosyl-DNA phosphodiesterase 1 (TDP1): qHTS in cells in absence of CPT. AID 686978, 2013. DT40 Tdp1-/- hTDP1 cells, no CPT, ATP luminescence, 48 h. Potency, µM (highest dose often 46.2 µM), inactives show at the top dose activity change, negative = growth inhibition, hits mostly inhibitors. 15% of 420,000 active; also: nearly all actives have a fitted effect of over 55% in size
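Cells were dispensed at 400 per well, compounds added by pin tool, plates incubated ≥48 hr at 37 °C, then CellTiter-Glo added for 30 min at room temperature before luminescence reading. Line: DT40 Tdp1-/- complemented with hTDP1; camptothecin omitted.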
* marks the source's active call; other numbers are inactive results; ? = inconclusive; . = no result given; & = joins results of further samples. Calls follow the shape of the dose curve; as a rule, active = well fitted curve in the direction sought with a large enough effect; inconclusive = small, poorly fitted or top-dose-only effect, or another doubt; inactive = no such curve, though single readings can be large; an effect the other way counts as inactive or inconclusive. % is scaled to controls: 0 for no effect and ±100 for the full control effect; potency is read from the fitted curve at half-maximal effect.

Structure	DT40 TDP1 CPT	KAT2A inh	DT40 TDP1 no CPT
C=CCOc1ccccc1CN(C(=O)CCl)c1ccc2c(c1)OCO2	18µM*	-7%	10µM*
Cc1ccc(NC2CCCN(C(=O)c3cnsn3)C2)cc1C (stereo unspecified)	-16%	1%	-1%
C=C(C)Cn1c(CCNC(=O)C(C)C)nc2ccccc21	-14%	-1%	-27%
COc1cccc(C(=O)Nc2cc(C(=O)NCCc3ccccc3)ccc2Cl)c1	-25%	-11%	-23%
COc1ccc(N(CC(=O)NC2CCCC2)C(=O)Cn2nnc(-c3ccc(OC)c(OC)c3)n2)cc1	1%	-1%	-17%
COc1ccc(NC(=O)COC(=O)c2c(-c3ccccc3)noc2C)cc1	?	-12%	-21%
Cc1ccc(N2C(=O)C3C4C=CC(CNC(=S)Nc5cccc(Cl)c5)(O4)C3C2=O)cc1 (stereo unspecified)	?	-11%	15µM*
C[C@@H]1CN([C@H](C)CO)C(=O)c2cc(NC(=O)Nc3ccc(C(F)(F)F)cc3)ccc2O[C@H]1CN(C)S(=O)(=O)c1ccc(Cl)cc1	5.2µM*	-12%	5.8µM*
CCCc1nnc(-c2cc(OC)c(OC)c(OC)c2)o1	?	-6%	7%
COc1cccc(C(=O)Nc2nc(-c3ccc4c(c3)OCO4)cs2)c1	?	-5%	?
COc1ccc(NC(=O)Cn2cc(S(=O)(=O)N3CCN(c4ccccc4F)CC3)c3ccccc3c2=O)cc1Cl	4%	-10%	-1%
C=CCOc1ccccc1NC(=O)CN1C(=O)CNC1=O	0%	1%	-7%
COCCn1c(SCc2nc(N)nc(Nc3ccccc3C)n2)nc2ccccc2c1=O	?	-12%	?
CCOC(=O)c1c(-c2ccccc2Cl)csc1NC(=O)CSc1nc(C)cc(=O)[nH]1	-10%	-15%	-26%
Cc1ccc(CN2CC(C(=O)Nc3ccccc3N3CCCC3)CC2=O)cc1 (stereo unspecified)	-1%	-3%	-20%
COc1ccc(S(=O)(=O)N2CCN(C(=O)[C@@H]3CCCN3C(=O)c3cccs3)CC2)cc1	-4%	1%	?
COc1ccc(-n2nnnc2SCC(=O)Nc2ccccc2N2CCOCC2)cc1	14%	-3%	0%
O=C1CCCC(O)=C1C=NCCc1ccccc1	-1%	-11%	-2%
Cc1ccc(C(=O)NC(C)c2ccccc2)cc1S(=O)(=O)N1CCOCC1 (stereo unspecified)	-1%	1%	-25%
CCN1/C(=C2/SC(=S)N(C)C2=O)C=Cc2cc(C)ccc21	-8%	.	0%
CC1CN(C2=Nc3cccc4cccc2c34)CC(C)O1 (stereo unspecified)	-28%	-4%	-19%
CCn1c(=O)cc(SCC(=O)NCCc2ccc(Cl)cc2)c2ccccc21	-7%	0%	?
O[Si](CCCN1CCCCC1)(c1ccc(F)cc1)C1CCCCC1 (stereo unspecified)	?	3%&-1%	26µM*
Cc1ccc(S(=O)(=O)CCC(=O)Nc2ccc(F)cc2)cc1	-1%	-7%	4%

A second format for four compounds above.
CC1CN(C2=Nc3cccc4cccc2c34)CC(C)O1 (stereo unspecified)
  DT40 TDP1 CPT: -28% | KAT2A inh: -4% | DT40 TDP1 no CPT: -19%

C[C@@H]1CN([C@H](C)CO)C(=O)c2cc(NC(=O)Nc3ccc(C(F)(F)F)cc3)ccc2O[C@H]1CN(C)S(=O)(=O)c1ccc(Cl)cc1
  DT40 TDP1 CPT: 5.2µM* | KAT2A inh: -12% | DT40 TDP1 no CPT: 5.8µM*

COc1ccc(-n2nnnc2SCC(=O)Nc2ccccc2N2CCOCC2)cc1
  DT40 TDP1 CPT: 14% | KAT2A inh: -3% | DT40 TDP1 no CPT: 0%

O=C1CCCC(O)=C1C=NCCc1ccccc1
  DT40 TDP1 CPT: -1% | KAT2A inh: -11% | DT40 TDP1 no CPT: -2%

Later entries.
Structure	DT40 TDP1 CPT	KAT2A inh	DT40 TDP1 no CPT
Cc1ccn2cc(-c3cccc(S(=O)(=O)N4CCCCC4)c3)nc2c1	-25%	0%	-21%
CCOc1ccc(NC(=O)c2nnn(CC(=O)Nc3ccccc3OC)c2N)cc1	?	?	-8%
COc1cnc(-c2ccccn2)nc1Oc1ccc(Cl)cc1	1.6µM*	-5%	1.5µM*
CC1CN(Cc2cnc(Cl)s2)CC(C)O1 (stereo unspecified)	7%	-7%	11%
CCc1ccccc1Nc1ncnc2c1cnn2-c1ccc(C)cc1C	?	-16%	18µM*
CCCn1nnc(NC(=O)Cc2ccccc2)n1	-17%	?	-1%
CC1=NNC(=O)C1CC(=O)N/N=C(\C)c1cccs1 (stereo unspecified)	-4%	-3%	?
CC(C)(C)c1ccc(C(=O)Oc2ccccc2CCC(=O)O)cc1	0%	2%	-13%
COc1cccc(-c2nnc(SCC(=O)NC3CCCCC3)o2)c1	?	1%	?
Cc1cccc(CCNC(=O)CCc2c(C)nc3c4c(C)cc(C)nc4nn3c2C)c1	?	-2%	-17%
Cc1ccccc1CCNC(=O)c1ccc2c(c1)c(C)c(C)n2Cc1ccccc1	18µM*	-2%	?
O=C(CN1C(=O)CCS(=O)(=O)c2ccccc21)NCc1ccc(F)cc1	2%	1%	-17%
CCCCCN(C(=O)COC(=O)Cc1c(C)nc2ccccc2c1C)c1c(N)n(CCCC)c(=O)[nH]c1=O	?	1%	-26%
COc1ccc(S(=O)(=O)N2c3ccccc3OCC2CC(=O)O)cc1 (stereo unspecified)	?	20%	29µM*
O=C(NCc1ccco1)c1ccc(-c2cccc(Cl)c2)o1	18%	0%	-15%
O=C(Cn1ncc2c([nH]c3ccccc32)c1=O)N1CCOCC1	12%	-6%	6%
Cc1cc(C)nc(SCC(=O)N/N=C/c2cccn2-c2cccc(C(F)(F)F)c2)n1	?	-8%	?
CCOP(=O)(c1ccc(N(C)C)cc1)C(O)c1ccccc1 (stereo unspecified)	-13%	0%	-13%
Cc1cnc(C(=O)Nc2ccc(-n3cnnn3)cc2)cn1	18µM*	2%	?
O=S1(=O)CC(N2CCCCC2)CN1Cc1cn(Cc2ccccc2)nn1 (stereo unspecified)	-5%	.	-13%
CCN(CC)c1ccc(/C=N/NC(=O)Nc2ccccc2)cc1	?	-21%	?
C=CCn1nnnc1SCC(=O)Nc1ccc(C(=O)OC)cc1	0%	-1%	-13%
Cc1nc(C(F)(F)F)ccc1C(=O)N1CCCC(C(=O)O)CC1 (stereo unspecified)	-6%	.	-2%
O=C(NCCC1=CCCCC1)C1CCN(S(=O)(=O)c2ccc(-n3cnnn3)cc2)CC1	?	2%	-9%
CCOc1ccccc1CNC(CC)CO (stereo unspecified)	-9%	2%	27%
Cc1cccc(NC(=O)c2cccc(C(=O)Nc3cccc(C)c3)c2)c1	-12%	-8%	-7%
CN(CCNC(=O)C1CCN(S(=O)(=O)c2cnc[nH]2)CC1)Cc1ccccc1	20%	-4%	-7%
Cc1ccc(Cl)cc1N1CCN(C(=O)CCS(=O)(=O)c2ccc3c(c2)oc(=O)n3C)CC1	?	3%	16µM*
CCC(=O)N1CCc2cc(Br)c(S(=O)(=O)CCC(=O)NCCc3ccccc3)cc21	-10%	.	-13%
O=C1CC[C@@H]2CC(N3CCN(c4ccccc4)CC3)C[C@@H]3CCN1[C@H]23 (stereo partly specified)	-7%	.	-2%
COC(=O)c1ccc(N2CCCCC2)c(NC(=O)c2ccco2)c1	?	-8%	23µM*
O=C(O)c1sccc1S(=O)(=O)N1CCN(c2ccc(C(F)(F)F)cn2)CC1	-18%	-2%	?
COc1ccc(C(=O)NC(C(=O)N2CCN(C/C=C/c3ccccc3)CC2)C(C)C)cc1 (stereo unspecified)	18µM*	.	?
COc1ccc(C(=O)C[n+]2cccc(C)c2C)cc1[N+](=O)[O-]	15%	-1%	9%
O=C(O)COc1ccccc1/C=N/NC(=O)Cc1csc(Nc2cccc(C(F)(F)F)c2)n1	3%	-7%	-8%
COc1ccccc1NC(=O)COc1ccccc1C(=O)Nc1ccccc1	?	-11%	?
O=S(=O)(Nc1nc2ccccc2nc1NCC1CCCO1)c1ccc(F)cc1 (stereo unspecified)	-3%	-2%	2%
COc1ccccc1CNC(=O)C(CCSC)NS(=O)(=O)c1ccc2c(c1)oc(=O)n2C (stereo unspecified)	7%	?	-11%
O=C(CCCN1CCN(c2ccccc2)CC1)c1ccc(F)cc1	?	.	?
Cc1cc(C)nc(SCC(=O)c2ccc3c(c2)OCCO3)n1	?	4%	?
O=[N+]([O-])c1cccnc1NCCc1c[nH]c2ccccc12	1%	1%	-2%
COC(=O)c1cc(NC(=O)c2cc(C)oc2C)cc(C(=O)OC)c1	-15%	-8%	-13%
O=C(NCCCN1CCN(CCCNC(=O)c2cccc(Cl)c2)CC1)c1cccc(Cl)c1	18µM*	3%	?
COCCCNC(CC(=O)Nc1cc(C)cc(C)c1)C(=O)O (stereo unspecified)	-8%	.	21%
O=C1CC2(CCN(C(=O)COc3ccccc3)CC2)Oc2ccccc21	-29%	1%	?
CC(=O)Nc1ccc(S(=O)(=O)NC2CCCCCC2)cc1	?	-7%	?
COc1ccc(CC(NC(C)=O)C(=O)NC2CCN(c3nc(C)cc(C)c3C#N)CC2)c(OC)c1 (stereo unspecified)	2%	-2%	-24%
COc1cc(OC)cc(C(=O)NNC(=S)NC2CC2)c1	11%	0%	?
CCOc1ccccc1NC(=O)c1c(NCc2cccs2)sc2c1CCC(C)C2 (stereo unspecified)	?	-1%	18µM*
O=C(CSc1ccsc1[N+](=O)[O-])N1CCN(c2ccccc2)CC1	-29%	-28%	-27%
Cc1ccc(-c2cc(C(=O)NCc3ccccc3Cl)c3ccccc3n2)cc1C	15µM*	-6%	?
O=C(CCCCCNS(=O)(=O)c1ccc(Br)cc1)NCCN1CCOCC1	-21%	-5%	-17%
NC(=O)c1ccc[n+](Cc2ccccc2)c1	-5%	2%	-2%
CCCN(CCC)C(=O)Cn1c(SCc2cccc(C(F)(F)F)c2)nc2cccnc21	?	0%	?
CCC(=O)N/C(N)=N/c1nc(C)c2cc(OC)ccc2n1	13µM*	-12%	12µM*
CCCc1nnc(N2C(=O)c3oc4ccc(F)cc4c(=O)c3C2c2ccc(C(=O)OC)cc2)s1 (stereo unspecified)	-9%	1%	-15%
COCCNC(=O)CSc1nc2ccccc2c(=O)n1CCC(=O)N1CCN(c2ccccc2)CC1	-1%	-10%	-19%
CC(C)Cn1c(=O)c2ccccc2n2c(CCC(=O)NCc3ccccn3)nnc12	-9%	-2%	13%
Clc1ccccc1COc1ccc(/C=N/n2cnnc2)cc1	?	2%	?
COc1cccc(NC(=O)Cn2c(=O)oc3ccccc32)c1	?	1%	-4%

A few values from the entries so far:
CCC(=O)N/C(N)=N/c1nc(C)c2cc(OC)ccc2n1 in KAT2A inh reads -12%
NC(=O)c1ccc[n+](Cc2ccccc2)c1 in KAT2A inh reads 2%
Clc1ccccc1COc1ccc(/C=N/n2cnnc2)cc1 in KAT2A inh reads 2%

Other entries:
Structure	DT40 TDP1 CPT	KAT2A inh	DT40 TDP1 no CPT
Cc1ccc(-n2nc(C)c(C(=O)NCCCN3CCN(c4ccccc4F)CC3)c2-n2cccc2)cc1	3.3µM*	-5%	3.7µM*
COc1ccc(/C(C)=N/NC(=O)c2ccc(N(C)C)cc2)cc1	-1%	-9%	-5%
NC(=O)CSc1nnc(-c2cccc(S(=O)(=O)N3CCCCC3)c2)o1	2%	7%	?
CCc1ccccc1NC(=O)N1CCC(CN2CCc3ccccc3C2)CC1	2%	-3%	?
CC1(C)CC(CC(=O)O)(c2ccccc2)CCO1 (stereo unspecified)	4%	-1%	3%
